Screening data as filed in PubChem.
PvdQ acylase: blocks Pseudomonas aeruginosa PvdQ acylase activity; purified PvdQ acylase, fluorescence plate reader; inhibition, % at 10 µM; 0.063% of 340,000 active; AID 488965; in the data active = inhibition above about 30%, passing the limit was not always enough;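 also: 0% = vehicle neutral wells and 100% = reference inhibitor wells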
Cardiac RTF inh: cardiac RTF calcium desensitization | inhibition, % at 7.15 µM | AID 493244 | IANBD-labeled cardiac RTF, Ca2+ fluorescence | 0.12% of 340,000 active | P19429+P45379;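 active = inhibition above the mean inhibition of all tested compounds plus 3 SD, cut at about 17% in these data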;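 also: assay run at fixed EC70 calcium of 1.6 mM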
Keap1-Nrf2 PPI: Keap1-Nrf2 (human) interaction inhibition. 0.15% of 340,000 active. Keap1 Kelch-Nrf2 peptide fluorescence polarization, 1536-well. inhibition, % at 9.4 µM; in the data active = inhibition above about 12%;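 also: human Keap1 Kelch domain with fluorescein labeled Nrf2 9mer peptide probe; 0% = neutral control wells and 100% = peptide positive control; higher means more block of Keap1 binding to Nrf2 peptide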
dFosB act: enhances mouse delta FosB homodimer DNA binding; purified delta FosB, TAMRA-CDK5 oligo fluorescence polarization; percent of positive-control signal above neutral wells; AID 493131; activation, % at 25 µM; P13346; 0.99% of 340,000 active;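 active = mean activation above about 17%, with every replicate also reaching it, limit read from the data, passing the limit was not always enough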;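 also: fluorescence polarization rise as delta FosB binds a TAMRA Cdk5 AP-1 oligo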
Mot1-301 SUMO: inhibitors of SUMOylation pathway: yeast Mot1-301 growth rescue. S. cerevisiae Mot1-301 growth rescue, ATP luminescence, 38.5C; percent above DMSO median, 100 means doubled. growth rescue, % at 18.8 µM. 1% of 320,000 active;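 active = every valid replicate shows activation above 250% relative to neutral control wells; inactive = the rest, any valid replicate at or below 250%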;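 also: OY570 slx delta 5 strain wells were the positive control but not used for scaling; some compounds called inactive have numbers as strong as hits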
PfHsp90 yeast 2: growth inhibition of yeast expressing Plasmodium Hsp90; inhibition, % at 9.4 µM; 0.32% of 310,000 active; S. cerevisiae expressing PfHsp90, BacTiter-Glo ATP, 48 h; yeast lacking PDR1 and PDR3 efflux regulators;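 active = every replicate shows inhibition above about 80%, whatever the replicate mean, limit read from the data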;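 also: 0% = DMSO neutral controls and 100% = 20 µM radicicol positive controls; yeast relying on Plasmodium falciparum Hsp90 in place of its own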
C-LANA FP: KSHV C-LANA DNA binding inhibition | AID 504423 | 0.078% of 340,000 active | MBP-C-LANA/FAM-LBS DNA binding, fluorescence polarization | inhibition, % at 9 µM;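 active = highest replicate inhibition at or above 60% at 9 µM, even if other replicates fall short; inactive = all replicates below 60% inhibition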;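 also: 0% = neutral control wells and 100% = 4 µM acridine orange control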
CDK5 p35 inh: blocks human CDK5/p35 kinase activity. inhibition, % at 10 µM. 0.01% of 330,000 active. Recombinant CDK5/p35, ADP-Glo luminescence, 60 min;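 active = highest replicate inhibition of at least 50% and at least 75% of replicates reaching 50%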;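 also: plate controls were DMSO neutral control for no effect and GW8510 at 10 µM for full effect; many of its hits are not listed in these tables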
Rtt109 HAT inh: C. albicans Rtt109 histone acetyltransferase inhibition. Q5AAJ8. purified Rtt109/Vps75, ThioGlo CoA-SH fluorescence, 4 h. 0.16% of 330,000 active. inhibition, % at 34.9 µM. AID 540336;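 active = inhibition of at least 50% in every replicate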
cardiac RTF act: increases calcium sensitivity of human cardiac regulated thin filaments. activation, % at 7.2 µM. IANBD-labeled TnC RTF fluorescence at EC20 calcium; 0% EC20 calcium, 100% full calcium. 0.24% of 340,000 active. P19429+P45379;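 active = activation above the mean over all tested compounds plus 3 SD, cut at about 30% in these data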;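 also: rise in fluorescence read as greater calcium sensitivity of cardiac thin filaments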
NSD2 inh: inhibitors of human histone methyltransferase NSD2. inhibition, % at 12.5 µM. O96028. 0.54% of 310,000 active. AID 743445. NSD2 peptide methylation, AlphaScreen, 120 min; in the data active = inhibition above about 50%
Target sequence (O96028 whole entry, looked up): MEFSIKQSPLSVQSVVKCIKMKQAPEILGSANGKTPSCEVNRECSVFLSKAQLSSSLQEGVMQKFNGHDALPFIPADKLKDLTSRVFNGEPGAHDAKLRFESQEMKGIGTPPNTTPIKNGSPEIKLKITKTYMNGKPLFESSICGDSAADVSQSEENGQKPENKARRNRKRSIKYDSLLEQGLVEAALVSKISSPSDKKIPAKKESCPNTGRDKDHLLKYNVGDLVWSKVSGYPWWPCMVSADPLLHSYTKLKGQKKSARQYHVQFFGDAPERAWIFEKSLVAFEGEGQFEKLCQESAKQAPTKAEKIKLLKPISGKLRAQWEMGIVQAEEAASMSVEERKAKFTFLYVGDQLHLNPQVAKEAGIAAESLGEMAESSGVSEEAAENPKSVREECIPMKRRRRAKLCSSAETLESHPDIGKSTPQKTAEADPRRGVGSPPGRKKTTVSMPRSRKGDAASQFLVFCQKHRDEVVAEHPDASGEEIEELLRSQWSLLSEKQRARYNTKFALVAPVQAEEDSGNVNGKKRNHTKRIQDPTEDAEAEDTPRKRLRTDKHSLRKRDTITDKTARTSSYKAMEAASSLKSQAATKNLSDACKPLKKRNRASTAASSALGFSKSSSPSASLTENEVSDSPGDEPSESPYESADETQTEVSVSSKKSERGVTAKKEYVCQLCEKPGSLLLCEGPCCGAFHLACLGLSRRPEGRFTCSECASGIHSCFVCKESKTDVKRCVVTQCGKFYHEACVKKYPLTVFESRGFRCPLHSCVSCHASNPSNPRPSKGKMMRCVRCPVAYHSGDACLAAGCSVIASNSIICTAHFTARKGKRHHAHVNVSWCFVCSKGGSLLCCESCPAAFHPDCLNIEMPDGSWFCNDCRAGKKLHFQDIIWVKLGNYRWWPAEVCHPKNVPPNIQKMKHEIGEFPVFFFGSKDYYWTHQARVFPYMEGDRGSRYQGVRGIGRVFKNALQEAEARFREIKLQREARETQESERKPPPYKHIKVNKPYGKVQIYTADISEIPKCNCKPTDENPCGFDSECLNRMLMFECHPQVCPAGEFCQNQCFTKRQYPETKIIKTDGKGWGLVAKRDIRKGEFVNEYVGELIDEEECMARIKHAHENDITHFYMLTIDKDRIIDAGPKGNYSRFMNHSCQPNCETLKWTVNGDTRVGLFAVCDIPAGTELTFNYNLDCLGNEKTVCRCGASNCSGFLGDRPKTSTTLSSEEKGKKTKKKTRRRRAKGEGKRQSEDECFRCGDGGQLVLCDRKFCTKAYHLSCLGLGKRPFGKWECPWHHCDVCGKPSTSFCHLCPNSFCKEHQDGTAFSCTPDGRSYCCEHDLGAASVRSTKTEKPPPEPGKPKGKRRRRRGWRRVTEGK
* = called active by the depositor; . = no result given.

SMILES	PvdQ acylase	Cardiac RTF inh	Keap1-Nrf2 PPI	dFosB act	Mot1-301 SUMO	PfHsp90 yeast 2	C-LANA FP	CDK5 p35 inh	Rtt109 HAT inh	cardiac RTF act	NSD2 inh
CCCCNC(=O)Nc1nnc(C(C)(C)C)s1	-5	-7	2	-8	3	9	-1.9	1.2	-1	2	-1
COc1ccccc1NC(=O)CSc1nnc(NC(=O)C2CCC2)s1	-4	-7	-4	-2	-19	-16	1.2	-1.3	2	-3	-4
O=C(Nc1ccc(Cl)c(Cl)c1)Oc1ccc(NC(=O)c2ccco2)cc1	4	-10	1	12	-9	37	0.8	-0.8	9	0	.
O=C(Nc1ccc(F)cc1F)C1CCCN1S(=O)(=O)c1ccc(-c2ccc(=O)[nH]n2)s1 (configuration not stated)	-4	2	-1	-13	-6	8	0.3	.	0	-1	2
CCOC(=O)N1CCN(C(=O)CCN2C(=O)/C(=C\c3ccccc3OC)SC2=S)CC1	-1	-2	-7	-14	-15	-16	-1.6	-1.4	6	1	3
CCOc1ccccc1N1CCN(CC(O)COC2CCCc3ccccc32)CC1 (configuration not stated)	-7	-7	0	-11	-7	-4	-1.7	-1.4	-1	0	11
CCNc1cc2n(c(=O)n1)CCc1cc(OC)c(OC)cc1-2	1	3	0	-2	54	8	-1.7	-1.9	5	-6	.
FC(F)(F)c1nc(NCc2cccnc2)c2ccccc2n1	-7	-8	-4	-7	-4	7	2.5	7.1	-6	4	-1
COCCCNC(=O)c1ccc(CNS(=O)(=O)c2ccc(NC(C)=O)cc2)cc1	-8	-5	-4	-5	-22	8	2.2	0.2	-7	8	0
COCCn1c(=O)c2c(nc3n2CCCN3CCc2ccccc2)n(C)c1=O	6	-12	-3	-20	-17	-4	0.9	0.0	-3	-1	9
c1ccc(-c2onc3cc4c(cc23)OCCO4)cc1	22	-2	0	-7	38	-16	-5.1	2.1	3	-6	3
COc1cc2c(C(=O)N(C)c3cc(Cl)ccc3OC)cn(C)c(=O)c2cc1OC	-3	-4	-4	5	142	-19	-0.6	-1.6	5	-4	2

Two consecutive entries from above, quoted:
SMILES	PvdQ acylase	Cardiac RTF inh	Keap1-Nrf2 PPI	dFosB act	Mot1-301 SUMO	PfHsp90 yeast 2	C-LANA FP	CDK5 p35 inh	Rtt109 HAT inh	cardiac RTF act	NSD2 inh
CCCCNC(=O)Nc1nnc(C(C)(C)C)s1	-5	-7	2	-8	3	9	-1.9	1.2	-1	2	-1
COc1ccccc1NC(=O)CSc1nnc(NC(=O)C2CCC2)s1	-4	-7	-4	-2	-19	-16	1.2	-1.3	2	-3	-4

New compounds follow.
SMILES	PvdQ acylase	Cardiac RTF inh	Keap1-Nrf2 PPI	dFosB act	Mot1-301 SUMO	PfHsp90 yeast 2	C-LANA FP	CDK5 p35 inh	Rtt109 HAT inh	cardiac RTF act	NSD2 inh
COC(=O)c1ccccc1N(Cc1ccccc1)S(C)(=O)=O	-8	9	3	5	.	-4	-0.5	1.4	1	2	3
O=C(CCCN1C(=O)/C(=C\c2cccs2)SC1=S)Nc1ccccn1	-7	-6	-2	-5	251	28	-0.8	0.1	-1	10	8
CCOC(=O)COc1c(OC)cc(Cl)cc1C1Nc2ccccc2C(=O)N1c1ccccc1 (configuration not stated)	-16	-12	-4	-12	106	-12	-1.4	1.5	-6	0	.
Cc1ccc(C)c(NC(=S)NC(NC(=O)OCc2ccccc2)C(Cl)(Cl)Cl)c1 (configuration not stated)	11	-17	1	1	-15	-8	-2.0	0.4	4	1	-2
O=C(Nc1ccccc1)c1cn2ccccc2n1	-3	-3	0	-4	-13	14	-2.5	3.9	-2	3	-1
O=C(NCCN1CCOCC1)c1ccc2c(c1)N(Cc1ccc(Cl)cc1)C(=O)CS2	-9	-10	-6	-12	-12	8	0.0	1.8	6	1	-4
O=C(COC(=O)c1ccc(O)cc1O)NC(=O)NCc1ccccc1	-14	-8	2	-12	.	22	0.1	-0.7	-5	-4	3
Cc1c(C(=O)N2CCCCCC2)c(S(=O)(=O)Nc2cccc(F)c2)c(C)n1C	-19	-9	-3	3	-22	10	-1.0	2.6	-6	-2	1
C/C(=N\NC(N)=S)c1ccc2c(c1)OCCO2	-14	-19	-5	-4	-2	-24	0.2	-1.0	-5	2	0
CCOc1c(Br)cc(/C=C(\C#N)C(=O)NC2CC2)cc1OC	-10	-10	-3	-12	0	20	0.9	-1.2	-2	7	2
CC(=O)Oc1ccc(C(=O)Nc2cccc3c2CCCC3)cc1	10	-12	6	-6	-8	-13	1.9	-1.1	13	-2	37
CCCC1=C(C(=O)OCC)C(c2cccnc2)n2nc(C)nc2N1 (configuration not stated)	6	-2	-5	-2	-22	6	-0.6	5.9	1	-3	-1
NS(=O)(=O)c1ccc(CNC(=O)C2CCCCC2)cc1	-12	-10	-2	-3	4	.	0.0	0.1	-2	-2	13
COc1cccc(/C=N/Nc2nc(N3CCCC3)nc(N3CCCC3)n2)c1O	-11	-8	-2	-7	-1	-2	-0.3	-1.0	12	4	-4
Nc1c(S(=O)(=O)c2cccs2)c2nc3ccccc3nc2n1Cc1ccc2c(c1)OCO2	-4	-6	4	1	15	1	-0.3	1.0	0	5	-1
O=C(CSc1nc(=O)n(CCN2CCOCC2)c2c1CCCC2)Nc1ccc([N+](=O)[O-])cc1	-7	4	-6	-7	-12	21	1.1	-3.8	3	-2	1
Cc1ccc(S(=O)(=O)N2CCCNCC2)cc1	-17	-4	-4	-2	10	-8	1.4	-1.0	-2	0	5
CNc1nc(Nc2ccc(C)c(Cl)c2)c2cnn(C)c2n1	2	-3	-2	-6	32	-45	-0.2	-0.4	4	-7	-1
O=C(NCc1ccccn1)c1cccc(NS(=O)(=O)c2ccccc2)c1	-21	-7	-1	-3	-5	1	1.9	1.0	-2	-2	-1
COc1ccc(-c2nc3ccc(C(=O)NCCCN4CCOCC4)cc3nc2-c2ccc(OC)cc2)cc1	-6	-6	-5	-27	-13	-6	-1.7	0.4	-106	-3	-6
CCN(c1ccc(C)cc1)S(=O)(=O)c1nnc(NC(=O)c2ccco2)s1	-14	-1	-3	-18	20	-2	1.6	1.3	-2	-1	2
CCSc1nnc(NC(=O)C2CSC3(C)CCC(=O)N23)s1 (configuration not stated)	6	4	-2	-1	9	16	-1.7	0.7	1	2	-3
COc1cccc(CNc2ccc(C)c(Cl)c2)c1	-15	2	2	3	2	6	2.3	-1.2	-3	1	-1
Cc1cc(OCC(=O)N(C)c2c(N)n(Cc3ccccc3)c(=O)[nH]c2=O)c(C(C)C)cc1Cl	2	11	4	31*	9	-22	0.6	0.5	1	-8	0
C=CCn1c(C)cc(-c2csc(NCC)n2)c1C	-4	-8	-2	-12	22	10	3.5	-0.6	0	15	-4
COCc1ccc(C(=O)N2CCCC(C(=O)c3ccc(SC)cc3)C2)o1 (configuration not stated)	6	-7	-4	-7	-7	15	-0.9	1.9	17	0	0
COC(=O)c1ccc(CSc2nncn2C)cc1	-22	-6	-6	1	17	5	0.4	-1.1	5	15	3
COc1cccc(C(=O)NCCNC(=O)c2cnccn2)c1	6	-3	-3	3	-21	-56	0.4	6.1	2	5	1
CCOC(=O)Cc1csc(NC(=O)c2ccc([N+](=O)[O-])cc2[N+](=O)[O-])n1	-8	-5	-2	-1	5	-41	-1.1	0.1	-1	4	1
O=C(Cn1ncc2c([nH]c3ccccc32)c1=O)N1CCCCC1	-14	-5	-5	-8	17	2	-0.7	-0.5	5	8	-3
COc1ccc(N2CCN(CC(=O)NC(C)c3ccccc3)CC2)cc1 (configuration not stated)	4	-5	-5	-6	26	9	-0.1	0.2	14	6	2
CC1=C(C(=O)OC2CCCCC2)C(c2ccccc2)NC(=O)N1 (configuration not stated)	-14	2	-7	-4	7	-6	-1.3	1.0	2	0	4
COC(=O)c1ccc(NC(=O)CCN2CCN(c3ccccc3)CC2)cc1	-10	-9	0	0	520*	0	-1.5	-1.9	-11	0	0
CCOc1ccc(NC(=O)c2ccc(OC)cc2)cc1	-9	-10	-5	-7	17	-50	1.2	0.3	-3	0	2
Cc1cc(C)c(S(=O)(=O)n2c([N+](=O)[O-])cnc2C)cc1C	-8	11	3	2	6	18	-0.8	0.7	-6	2	-1
CCOC(=O)c1c(NC(=O)C2c3ccccc3Oc3ccccc32)sc(C(=O)N(CC)CC)c1C	-5	1	-5	-15	-12	-51	0.2	2.4	8	-3	1
CCNC(=O)COC(=O)c1csc2c1CCCC2	-9	-7	-2	-4	29	28	2.3	-0.1	-1	3	-1
O=C(OCC(=O)c1ccc[nH]1)c1cncc(Br)c1	-3	-4	2	-5	7	-7	-2.0	2.7	3	1	-3
Nc1nc(SCC(=O)c2ccc(F)cc2)n[nH]1	3	-7	3	5	-2	19	-0.3	0.8	-1	-1	-4
C/C(CC(=O)NC(C)(C)C)=N\NC(N)=S	-25	-5	-4	-7	26	20	-1.7	-0.2	-15	9	0
C=CCSc1nnc(NC(=O)CSc2nc(CCC)cc(=O)[nH]2)s1	3	0	1	10	4	-4	0.9	-1.0	-1	-4	3
Cc1nn(-c2ccccc2Cl)c2sc(C(=O)Nc3nnc(C4CC4)s3)cc12	-1	-6	1	2	-3	-1	-1.1	0.0	4	-4	-1

In the list so far, these contain an aryl thioether with sulfur outside any ring:
SMILES	PvdQ acylase	Cardiac RTF inh	Keap1-Nrf2 PPI	dFosB act	Mot1-301 SUMO	PfHsp90 yeast 2	C-LANA FP	CDK5 p35 inh	Rtt109 HAT inh	cardiac RTF act	NSD2 inh
COc1ccccc1NC(=O)CSc1nnc(NC(=O)C2CCC2)s1	-4	-7	-4	-2	-19	-16	1.2	-1.3	2	-3	-4
O=C(CSc1nc(=O)n(CCN2CCOCC2)c2c1CCCC2)Nc1ccc([N+](=O)[O-])cc1	-7	4	-6	-7	-12	21	1.1	-3.8	3	-2	1
CCSc1nnc(NC(=O)C2CSC3(C)CCC(=O)N23)s1 (configuration not stated)	6	4	-2	-1	9	16	-1.7	0.7	1	2	-3
COCc1ccc(C(=O)N2CCCC(C(=O)c3ccc(SC)cc3)C2)o1 (configuration not stated)	6	-7	-4	-7	-7	15	-0.9	1.9	17	0	0
COC(=O)c1ccc(CSc2nncn2C)cc1	-22	-6	-6	1	17	5	0.4	-1.1	5	15	3
Nc1nc(SCC(=O)c2ccc(F)cc2)n[nH]1	3	-7	3	5	-2	19	-0.3	0.8	-1	-1	-4
C=CCSc1nnc(NC(=O)CSc2nc(CCC)cc(=O)[nH]2)s1	3	0	1	10	4	-4	0.9	-1.0	-1	-4	3
